Bioassay records from PubChem.
BRCA1 expr up – qHTS Assay to Identify Small Molecule Activators of BRCA1 Expression. MCF7-BRCA1-FFLuc reporter, luminescence, 48 h; response scale: scaled: vehicle 0%, 10 µM genistein 100%. Potency, µM (doses to about 46.1 µM), without a hit: at the highest dose activation, most hits filed as activators. 380,000 tested, 1.1% active. AID 624202, 2012; active = well fitted activation curve with a large enough effect; inconclusive = small, poorly fitted or top-dose-only effect; inactive = no such curve, though single readings can be large or run the other way; also: nearly all actives have a fitted effect of over 80% in size; some results filed as inactive show a strong effect at the top dose
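Quantitative HTS in MCF7 cells stably reporting BRCA1 expression via firefly luciferase. Compound treatment lasts 48 h at 37 °C in phenol-red free MEM. Activation is expressed relative to genistein at 10 microM and DMSO.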
Starred values were filed as active, the others as inactive; ? = inconclusive; [ ] = dose if it differs, or a comment. Potency is read from the fitted curve at half-maximal effect.

BRCA1 expr up	SMILES
-5%	Cc1cccc(NS(=O)(=O)c2ccc(C)c(C(=O)NCC(c3cccs3)N3CCOCC3)c2)c1 (stereo unspecified)
-3%	CCOc1ccc(NC(=O)c2ccc3c(c2)S(=O)(=O)N=C2CCCCCN23)cc1
-83%	CN(C)CCN1C(=O)c2cccc3cc([N+](=O)[O-])cc(c23)C1=O
0%	CN1OC[C@@H]2CN(C(=O)C(C)(C)C)[C@H](c3ccc(-c4cc5ccccc5o4)cc3)C[C@@H]21
-11%	CCOC(=O)C1=CCN(S(=O)(=O)c2ccccc2)C1c1ccc(Cl)cc1 (stereo unspecified)
0%	Cc1ccc(F)c(C(=O)N2CCCC(C)(C(=O)NS(=O)(=O)C3CC3)C2)c1F (stereo unspecified)
24%	Cc1ccccc1NC(=O)Nc1nnc([C@@H]2C[C@H](O)[C@@H](CO)O2)s1
-20%	CCCOc1cccn2c(N(C=O)Cc3ccc(OC)cc3)c(CC)nc12
15%	O=C(Nc1ccc2c(c1)OCCO2)C1c2ccccc2OCC(=O)N1CC(F)(F)F (stereo unspecified)
14%	O=C(NN1CCOCC1)c1cccc(F)c1
3%	C[N+]1(CC(=O)c2cccs2)CCOCC1
0%	O=C(NCCc1nc2ccccc2n1CCCOc1ccccc1Cl)C1CCCCC1
20%	C[C@H]1CN([C@@H](C)CO)C(=O)CCCn2nncc2CO[C@H]1CN(C)C(=O)C1CCCCC1
13%	CCc1nc2ccc(C(=O)NCCC(C)C)cn2c1N(CC)CCN(C)C
1%	COc1ccc(CNc2nc3nc(C)c(Cl)c(C)n3n2)cc1OC
3%	c1ccc(CCNCc2cccs2)nc1
11%	C=CCN1[C@@H](Cc2ccccc2)COCCS1(=O)=O
-38%	COc1cc(/C=C/C(=O)OCC(=O)N(CC(C)C)c2c(N)n(Cc3ccccc3)c(=O)[nH]c2=O)ccc1O
-38%	Cc1ccc(S(=O)(=O)Nc2ccc3nc(C)oc3c2)cc1
5%	CC(C)C(C)N(Cc1ccc(C(=O)O)cc1)C(=O)c1ccc2ccccc2n1 (stereo unspecified)
-15%	CCOc1ccccc1C(=O)NCCNC(=O)c1ccccc1OCC
-35%	Cc1ccc(OCC(=O)Nc2ccc3c(c2)nc(CCN2CCCC2)n3C)cc1
13%	CC1=C(C)N(C)[C@H](c2ccccc2Br)[C@H](O)C1=O
13%	O=C(NCCCN1CCOCC1)c1c(-c2ccccc2)oc2c1C(OCCCCCO)CCC2 (stereo unspecified)
-14%	Cc1ccc(S(=O)(=O)N2C[C@@H](C)[C@]3(C2)[C@H](O)[C@H](OC(=O)NC2CCCC2)C[C@H]2C(=O)N(c4ccccc4)C(=O)[C@H]23)cc1
-5%	O=C(NC(CSC(=O)c1ccccc1)C(=O)O)OCc1ccccc1 (stereo unspecified)
-24%	CSc1ccc(Cn2c(C)c(C(=O)NCc3ccc(Cl)c(Cl)c3)sc2=O)cc1
-9%	CC(=O)Nc1cc2c(c([N+](=O)[O-])c1C)C(C)(C)CC2(C)C
23%	CCN(Cc1ccncc1)C(=S)Nc1ccccc1C
?	CC(=O)Nc1ccc2c(c1)Cc1ccc(Cl)cc1-2
6%	Cc1cccc(C)c1NC(=O)CNC(=O)CNC(=O)c1ccc2ccccc2c1
18%	CC1(C(=O)Nc2ccc3c(c2)OCCO3)CCN1C(=O)c1ccco1 (stereo unspecified)
1%	C[C@@H]1CN([C@H](C)CO)C(=O)CCCn2nncc2CO[C@H]1CN(C)S(=O)(=O)c1cccc(F)c1
3%	O=C1NCC(c2ccccc2)(c2ccccc2)C(=O)N1
-25%	O=c1c2c([nH]n1-c1ccccc1)C[C@@H](C1CCCCC1)O[C@H]2c1ccc(F)cc1
-16%	CN1CCN(S(=O)(=O)c2cccc(C(=O)Nc3ccc(Br)cc3Br)c2)CC1
-9%	CC(=O)c1ccc(S(=O)(=O)N2CCN(CC(=O)Nc3ccnn3C3CCCC3)CC2)cc1
11µM*	Cc1ccc(Nc2ncnc3nc[nH]c23)cc1
2%	COc1ccc([C@H]2C[C@H](n3cc(-c4ccc(F)cc4)nn3)[C@@H](O)CN2Cc2cccs2)cc1
15%	CCCNC(=O)c1cc(C2CCCCN2S(=O)(=O)c2ccc(OC)cc2)on1 (stereo unspecified)
-20%	CCOC(=O)N1CCN(C(=O)C2CCN(C(=O)c3ccccc3C)CC2)CC1
0%	COc1ccc(C(=O)NCC(c2ccco2)N2CCCCC2)cc1S(=O)(=O)Nc1ccc(C)cc1 (stereo unspecified)
7%	O=C(NCCN1CCC(n2c(=O)[nH]c3ccccc32)CC1)c1ccc2ccccc2c1
-6%	CN1CCN(C(=O)c2cccc(-c3ccc4nccn4c3)c2)CC1
3%	CCCCN1C(=O)C(CC(=O)NCc2cccc3ccccc23)CC(C(=O)N2CCOCC2)=C1C (stereo unspecified)
-21%	CC(C)NC(=O)N(C)C[C@H]1OCc2cnnn2CCCC(=O)N([C@H](C)CO)C[C@H]1C
-22%	COc1ccc(F)cc1-c1cc(C(=O)NCc2ccc(C(F)(F)F)cc2)[nH]n1
0%	C[C@H](NC(=O)[C@@H]1CCCN1C(=O)[C@@H]1CCCN1C(=O)c1cccc(Cl)c1)c1ccccc1
-8%	Cc1ccc([C@H]2C[C@@H](O)[C@H](n3cc(COC(=O)c4ccccc4)nn3)CN2C(=O)c2cccs2)cc1
0%	CCOC(=O)CCCCCC(=O)Nc1ccc2c(c1)C(=O)N([C@@H](C)CO)C[C@@H](C)[C@H](CN(C)S(=O)(=O)c1cccs1)OCCCC[C@H](C)O2
-11%	Cc1ccc(C(C)C)c(OCCOCCN2CCNCC2)c1
-2%	O=C(CSc1nnc(N2CCCC2)n1-c1cccc(Cl)c1)N1CCN(c2ccccn2)CC1
12%	O=C(Nc1ccccc1F)c1csc([C@@H]2C[C@H](O)[C@@H](CO)O2)n1
8%	COc1ccc(C(CNC(=O)CSc2ccccc2)N2CCOCC2)cc1 (stereo unspecified)
77%	COc1ccccc1Oc1ccc(NC(=O)Cc2ccccc2)cc1
-28%	Cc1ccc(NC(=O)c2cc(S(=O)(=O)Nc3ccc(C)cc3)cs2)cc1

Continued.
BRCA1 expr up	SMILES
-15%	COc1cc(-c2cc3nc(NCCN(C)C)ccn3n2)cc(OC)c1OC
-16%	CCCNC(=O)C1(C)CCCN(Cc2cccc(Oc3ccccc3)c2)C1 (stereo unspecified)
0%	C[C@H](CO)N1C[C@H](C)[C@@H](CN(C)S(=O)(=O)c2ccc(Oc3ccccc3)nc2)OCc2cnnn2CCCC1=O
0%	CCCC(=O)N1CCC1(C)C(=O)Nc1ccc(C)c(C)c1 (stereo unspecified)
0%	Fc1ccc(Nc2nc(NCc3cccs3)nc3ccsc23)cc1
17%	CCOC(=O)c1c(CC(C)C)csc1NC(=O)COC(=O)c1cnc(C)cn1
2%	COc1ccc(CN2C(=O)c3ccccc3C2c2nnnn2-c2ccc3c(c2)OCCO3)cc1OC (stereo unspecified)
-14%	Cc1ccc(N=Cc2cc3c(cc2[N+](=O)[O-])OCO3)cc1[N+](=O)[O-]
-82%	Cc1cc(Br)ccc1NC(=O)CN(C)C(=O)C1CCN(c2ncnc3sc(C)c(C)c23)CC1
14%	CC(C)C[C@@H](CNCC(=O)[C@H](Cc1c[nH]c2ccccc12)NC(=O)c1[nH]cnc1C(=O)N[C@H](CN)CC(C)C)NC(=O)c1nc[nH]c1C(=O)N[C@@H](CC(=O)O)C(=O)O
-39%	CC(=O)Nc1ccc(-c2ccnc3c2CC(C(=O)NCC2CC2)O3)cc1 (stereo unspecified)
-8%	CCCCN(C(C)=O)c1ccc2c(c1)C1CC2CCN1Cc1ccccc1 (stereo unspecified)
-85%	O=C1C=C(Nc2cccnc2)c2ccccc2C1=O
-18%	CC1CCC2(CC1)NC(=O)N(CC(=O)Nc1cccc(S(=O)(=O)N(C)c3ccccc3)c1)C2=O (stereo unspecified)
9%	CC1=C(C(=O)N2CCCCCC2)CC(CC(=O)NCC2CCCCC2)C(=O)N1Cc1ccc(F)cc1 (stereo unspecified)
9%	O=c1[nH]cc(S(=O)(=O)N2CCN(c3ccccc3F)CC2)c(=O)[nH]1
-70%	CCOc1ccc(CCN2C(=S)N([C@@H](CC(C)C)CN3CCCC3CN3C(=S)NC[C@@H]3Cc3ccc(O)cc3)C[C@@H]2Cc2ccc(O)cc2)cc1 (stereo partly specified)
-11%	O=P(c1ccccc1)(c1ccccc1)c1ccccc1C(Br)Br
-1%	Cc1ccc([C@@H]2C[C@H]3[C@@H](CN2S(=O)(=O)c2ccc(C)cc2)C(=O)C[C@@H](c2ccccc2F)N3S(=O)(=O)c2ccc(C)cc2)cc1
-72%	COc1ccc2nc3n(c(=O)c2c1)-c1cc2ccccc2cc1C(=O)NC3Cc1ccc(O)cc1 (stereo unspecified)
-58%	Cc1onc(-c2ccccc2Cl)c1C(=O)O/N=C(\N)c1cccc([N+](=O)[O-])c1
-53%	CN(C)CCCNc1nc2cc(-c3cccc(C(F)(F)F)c3)sc2c(=O)n1C
10%	COCC(=O)Nc1ccc2c(c1)[C@@H]1C[C@H](CC(=O)NCc3ccccc3)O[C@@H](CO)[C@@H]1O2
3%	Cc1cccc(C)c1NC(=O)CN(c1c(C)cccc1C)S(C)(=O)=O
-9%	CCOC(=O)C1C2C=CC3(CN(c4ccccc4CC)C(=O)C13)O2 (stereo unspecified)
-2%	O=c1c2ccccc2oc2cc(Br)ccc12
5%	CC1(C(=O)O)CCCN1C(=O)c1cccc2ccccc12 (stereo unspecified)
-15%	CN(C(=O)c1cccc(NC(=O)Cc2ccc(NC(=O)C3CCCN(C(=O)c4ccccc4)C3)cc2)c1)C1CCCCC1 (stereo unspecified)
-45%	COc1ccc(Nc2nc(NC(C)C)nc3ccsc23)cc1OC
-40%	Cc1nc(N/N=C/c2cccc([N+](=O)[O-])c2)cc(N2CCCCC2)n1
12%	Cc1ccc(S(=O)(=O)N2CCC(=O)N([C@H](COCc3ccc(Cl)c(Cl)c3)Cc3ccccc3)CC2)cc1
-37%	Fc1ccc(-c2nc3ccc(Br)cn3c2Cc2ccccc2C(F)(F)F)cc1
-79%[inhibitor]	CC1C(C)N(C(=O)CCl)c2ccccc2N1C(=O)CCl (stereo unspecified)
-68%	Cc1cccc(Nc2nnc(SCC(O)=C(C#N)c3nc4ccccc4[nH]3)s2)c1
-82%	COC1C(CO)OC(n2c3c(Cl)cccc3c3c4c(c5c6cccc(Cl)c6[nH]c5c32)C(=O)NC4=O)C(O)C1O (stereo unspecified)
-23%	CCOC(=O)[C@]12CCC=C1N(Cc1ccc(Cl)cc1Cl)C(=O)[C@H](CC(=O)NCC13CC4CC(CC(C4)C1)C3)C2
-14%	COc1ccccc1CN(C)C(=O)c1cc(S(=O)(=O)N2CCCCCC2)ccc1OC
74%	CCc1ccc(C(C#N)=CC=Cc2ccccc2)cc1
14%	Cc1ccc(Cc2c(-c3ccccc3)nc3c4ccccc4ccn23)cc1
-14%	Nc1c(N(Cc2ccco2)C(=O)COc2ccc(Cl)cc2)c(=O)[nH]c(=O)n1Cc1ccccc1
-47%	CCOC(=O)c1sc(N)nc1C(F)(F)F
121%	CC(=O)N(O)c1ccc(C=Cc2ccccc2)cc1
-15%	CCCCn1c(N)c(N(CC(C)C)C(=O)c2cc3ccccc3cc2OC)c(=O)[nH]c1=O
5%	O=C(CC1C[C@H](C(=O)N2CCCCC2)[C@@]2(CCc3ccccc3)c3[nH]c4ccccc4c3CCN2C1=O)NCCc1ccccn1 (stereo partly specified)
-56%	Cc1ccc(SC2=C(N(C)C)C(=O)c3ccccc3C2=O)cc1
-5%	O=C(COc1ccc2ccccc2c1)Nc1ccc(O)c(-c2nc3ccccc3o2)c1
?	CN(C)c1ccc(/C=C2\C=Cc3ccccc32)cc1Br
-14%	CCN(CCCN(C)C)c1ccc(/C=C/c2ccnc3ccccc23)cc1
-3%	CN(NC(=O)NN(C)C(=O)c1ccccc1)C(=O)c1ccccc1
30%	COc1ccc2oc3cc(NCCN(C)C)ccc3c(=O)c2c1
-19%	Cc1cc(F)ccc1-c1cc(C(=O)NCC2CCCCC2)[nH]n1
21%	CC(C)(C)NC(=S)N1CCC2CC1c1cc(-c3ccc4c(c3)OCO4)ccc12 (stereo unspecified)

Some of the compounds tested (hit frequency here may not be typical).
